GalR3 antagonist: GalR3 antagonists in HEK293 cells, primary screen, cell-based, fluorescence readout. 360,000 tested, 0.44% active. inhibition, % at 3 µM. HEK293 GalR3-CNG cAMP membrane potential fluorescence; galR3 body fused to GalR1 C-terminus;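 active = inhibition above the screen-wide average plus 3 SD, cut at about 13% in these data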;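 also: forskolin and galanin both at EC90 stimulate the cells; cAMP rise reported by CNG channel membrane potential dye signal; 0% = forskolin plus galanin with DMSO and 100% = forskolin alone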
Target sequence (O60755 1-299 limits assumed): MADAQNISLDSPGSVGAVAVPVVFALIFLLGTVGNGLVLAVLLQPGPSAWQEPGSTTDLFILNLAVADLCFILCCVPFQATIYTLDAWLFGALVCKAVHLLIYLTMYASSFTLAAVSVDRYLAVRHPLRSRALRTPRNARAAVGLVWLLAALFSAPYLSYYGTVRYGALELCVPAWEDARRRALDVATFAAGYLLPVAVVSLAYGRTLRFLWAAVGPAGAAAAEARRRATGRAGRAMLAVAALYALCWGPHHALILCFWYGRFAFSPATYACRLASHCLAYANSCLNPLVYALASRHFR
Active calls of the source: *. A portion of the library; count on the stated rates, not on these rows.

GalR3 antagonist	Molecule
-6.5	O=C(N[C@H](Cc1ccccc1)C(=O)N(CCC1=CCCCC1)CC1CC1)[C@H]1O[C@@H](n2ccc(=O)[nH]c2=O)[C@H](O)[C@@H]1O
0.6	COc1ccc(-c2c(C(=O)c3ccccc3)[nH]c(N)c2C(=O)c2ccccc2)cc1OC
-3.9	Nc1ccc2c(c1)C(=O)c1cc([N+](=O)[O-])ccc1-2
-5.5	COc1cccc(C=NNC(=O)CCCC(=O)NN=Cc2cccc(OC)c2)c1
-0.8	CC(C)=CCC/C(C)=C/CNC(=O)C[C@H]1C[C@H](C(=O)N(C(C)C)C(C)C)[C@@]2(C)c3[nH]c4ccc(Cl)cc4c3CCN2C1=O
-5.5	O=C(Nc1cccc(S(=O)(=O)C(F)(F)F)c1)[C@@H]1O[C@H](CO)[C@@H](O)[C@H]1O
-6.5	C=CCN=C1NC(c2cccc(F)c2)C(C(=O)OC)=C(C)N1C (centres undefined)
-9.5	COc1cccc(CNc2nc3ccc(NC(C)=O)cc3s2)c1
-6.4	COC(=O)C[C@H]1CC[C@H](NC(=O)Nc2ccccc2OC)[C@@H](CO)O1
-2.1	CC(=O)Nc1ccc(C(=O)OCC(=O)NCCC2=CCCCC2)cc1
-6.5	CCCCNC(=O)C1(C)CCCCN1C(=O)c1ccc(OC)c(C(F)(F)F)c1 (centres undefined)
-5.9	COCC(=O)Oc1cc(-c2ccc(C)cc2C)c(OC(=O)COC)c(-c2ccc(C)cc2C)c1
1.6	CCOc1cc(/C=N/NC(=O)c2nnn(-c3nonc3N)c2C)ccc1OCc1ccc(C)cc1
-5.2	COc1ccc(NC(=O)c2cc(-c3sc(NC(=O)c4ccccc4)nc3C)n(CCO)n2)cc1
-4.2	O=C(NCc1cccc(Cl)c1)c1ccc(-n2ccnc2)c2ccoc12
-7.7	CCOC(=O)C[C@@H]1OC[C@H](Cc2ccccc2)N1S(=O)(=O)c1ccc(C)cc1
-7.3	COc1cc(OC)cc(-c2c(Sc3ccccc3)c3cc(-c4ccc(OC)c(OC)c4)ccc3n2C)c1
-6.3	C(=NOCCc1ccccc1)c1ccccn1
-6.9	Cc1cccc(C)c1-n1nnnc1C1(C)CCC(=O)N1C1CC1 (centres undefined)
-6.3	CC(C)(C)S(=O)(=O)N1Cc2cc(CO)ccc2[C@H]1CCO
-8.5	CCc1nc2ccc(C(=O)NCCC(C)C)cn2c1N(C)Cc1ccc(OC)cc1
-7.4	OC(c1ccc(Cl)c(F)c1)c1ncc(-c2ccccc2F)[nH]1 (centres undefined)
-6.8	OCC[C@@H]1C[C@H](O)[C@@H](O)[C@@]2(OCCc3cc(C(F)(F)F)ccc32)O1
-5.6	Cc1ccc(S(=O)(=O)N(C)C)cc1NC(=O)COC(=O)c1cccs1
-6.1	COc1ccc(CN2C(=O)C(CC(=O)NCCc3ccccn3)CC(C(=O)N3CCCCCC3)=C2C)cc1 (centres undefined)
-4.7	COC(=O)C[C@@H]1C=C[C@@H](NC(=O)C2CCC2)[C@@H](CO)O1
2.1	Cc1c(CCCl)c(Cl)n2c(nc3ccccc32)c1C#N
-7.8	CC1(C)O[C@@H]2[C@H](O1)[C@@H](O)C[C@H]2n1cnc2c(Cl)ncnc21
-0.6	CC(=O)Nc1ccccc1-c1cccc2nccn12
-8.3	COc1ccc(CNC(=O)Nc2nc(C(N)CCc3ccccc3)cs2)cc1 (centres undefined)
-2.7	CC[C@]12c3[nH]c4cc(-c5ccco5)ccc4c3CCN1C(=O)[C@@H](CC(=O)NCc1ccc(OC)c(OC)c1)C[C@@H]2C(=O)N1CCN(C(=O)C2CC2)CC1
-5.7	Nc1nc2cc(Cl)c(Br)cc2o1
-5.7	Cc1nc(N)[nH]c(=O)c1CCCNc1ccc(CCCCC2(CCl)OCCO2)cc1
-5.9	Cc1ccc2nc(-c3cccc(Br)c3)c(Cc3cccc(Cl)c3)n2c1
-8.4	CC(C)C[C@@H](COCc1ccc(Cl)cc1)N1CCN(C(=O)c2ccc(C(F)(F)F)cc2)CCC1=O
0.0	C[C@@H]1CN([C@@H](C)CO)S(=O)(=O)c2ccc(Br)cc2O[C@@H]1CN(C)C(=O)NC1CCCCC1
-6.4	COc1cccc(-c2cnc3c(NC=O)cc(-c4ccccc4)cn23)c1
-7.2	O=C(C(=O)N1CCN(c2ccccc2)CC1)c1cccc(Br)c1
-2.5	CN1CCN(C2CN(Cc3cn(Cc4ccc(Cl)cc4)nn3)S(=O)(=O)C2)CC1 (centres undefined)
-0.9	CC1(Cc2ccccc2Cl)C(=O)Nc2cc(-c3ccccc3Cl)ccc21 (centres undefined)
-2.9	CCCC(=O)Nc1nnc(SCC(=O)Nc2ccc(OCC)cc2)s1
-6.6	O=C(C[C@H]1C=C[C@H](NC(=O)Nc2ccccc2F)[C@@H](CO)O1)NCc1ccc(-c2ccccc2)cc1
-2.3	CNC(=O)C1(C)Cc2c(-c3ccc(NC(C)=O)cc3)ccnc2O1 (centres undefined)
-7.8	CCOC(=O)C1=C(C)N(C[C@@H]2CC[C@@H](Cc3ccc(-c4ccccc4)cc3)O2)C(=O)NC1c1ccc(-c2ccccc2)cc1 (some centres undefined)
-5.3	C[C@]12c3[nH]c4cc(-c5ccco5)ccc4c3CCN1C(=O)[C@@H](CC(=O)NCCN1CCOCC1)C[C@@H]2C(=O)N1CCOCC1
-5.9	CCN1C(=N)N(c2ccccc2)C(=O)C(CC)(CC)C1=O
-6.9	O=C(NCCCN1CCOCC1)/C(=C/c1ccc(-c2cccc([N+](=O)[O-])c2)o1)NC(=O)c1ccccc1
-7.2	Cc1ccc(OCc2nc3ccccc3n2C(C(=O)NC(C)(C)C)c2ccncc2)cc1 (centres undefined)
-0.2	COc1ccc(S(=O)(=O)N2CCOCC2)cc1NC(=O)Cc1ccc(F)cc1
-4.8	CC1(C(=O)NCc2ccco2)CCN1C(=O)C1(c2ccccc2)CC1 (centres undefined)
-5.0	CSc1ccc(NC(=O)C2(C)CCN2C(=O)C2(c3ccccc3)CC2)cc1 (centres undefined)
-7.1	C[C@@H]1CN([C@H](C)CO)C(=O)c2cc(Br)cnc2O[C@@H]1CN(C)C(=O)C1CCOCC1
-2.1	Cc1cc2c(c(=O)o1)[C@@]1(C(=O)N(C)c3cc(Br)ccc31)C1=C(CCCC1=O)O2
-6.9	COc1ccc2cc(N3CCCC3=O)ccc2c1
-8.2	CCCCN(C=O)c1c(CC)nc2c(OCc3cccc(Cl)c3)cccn12
-3.5	CSCCC(NS(=O)(=O)c1cccc(C(F)(F)F)c1)C(=O)N1CCN(C(=O)c2ccco2)CC1 (centres undefined)
-0.8	CC1(C(=O)NCCc2ccccc2)Cc2c(-c3ccc(C(N)=O)cc3)ccnc2O1 (centres undefined)
-1.0	COC(=O)C1=C(C)N(Cc2ccccc2C(F)(F)F)C(=NCc2ccc(OC)cc2)NC1c1ccc(C(F)(F)F)cc1 (centres undefined)
-4.6	COC(=O)c1ccc(N2CCOCC2)c(NC(=O)c2cc3ccccc3o2)c1
-9.2	COC(=O)c1cccc(CN2C(=O)C(C)Sc3ccc(C(C)=O)cc32)c1 (centres undefined)

Some of these compounds in order of SMILES length, highest first:
GalR3 antagonist	Molecule
-0.8	CC(C)=CCC/C(C)=C/CNC(=O)C[C@H]1C[C@H](C(=O)N(C(C)C)C(C)C)[C@@]2(C)c3[nH]c4ccc(Cl)cc4c3CCN2C1=O
-3.5	CSCCC(NS(=O)(=O)c1cccc(C(F)(F)F)c1)C(=O)N1CCN(C(=O)c2ccco2)CC1 (centres undefined)
-0.8	CC1(C(=O)NCCc2ccccc2)Cc2c(-c3ccc(C(N)=O)cc3)ccnc2O1 (centres undefined)
-4.7	COC(=O)C[C@@H]1C=C[C@@H](NC(=O)C2CCC2)[C@@H](CO)O1
-9.2	COC(=O)c1cccc(CN2C(=O)C(C)Sc3ccc(C(C)=O)cc32)c1 (centres undefined)
-6.5	C=CCN=C1NC(c2cccc(F)c2)C(C(=O)OC)=C(C)N1C (centres undefined)
-2.9	CCCC(=O)Nc1nnc(SCC(=O)Nc2ccc(OCC)cc2)s1

Two entries from above in another layout:
compound,GalR3 antagonist
C[C@@H]1CN([C@H](C)CO)C(=O)c2cc(Br)cnc2O[C@@H]1CN(C)C(=O)C1CCOCC1,-7.1
Cc1cc2c(c(=O)o1)[C@@]1(C(=O)N(C)c3cc(Br)ccc31)C1=C(CCCC1=O)O2,-2.1

(next part)
GalR3 antagonist	Molecule
-7.4	Nn1c(SCC(=O)N2CCCC2)nnc1C1CCCCC1
-4.5	O=[N+]([O-])c1ccc2c(c1)Cc1cc(F)ccc1-2
-7.9	Cc1ccc(C)c(C(O)c2ncc(-c3cccc(F)c3)[nH]2)c1 (centres undefined)
3.3	CC(C)(C)C(C(=O)NCc1ccccc1)N1CCN(C(=O)C2CCCO2)CC1 (centres undefined)
-5.7	COC(=O)C1=C(C)N(C)C(=NCc2ccccc2C(F)(F)F)NC1c1cccc(F)c1 (centres undefined)
-0.7	CCCCCCCCCc1conc1C(=O)/C=C/c1ccco1
-6.1	Oc1ccc(C=NNC(=S)Nc2ccccc2)nc1
-3.0	CCC(=O)N(C)C[C@@H]1Oc2cc(Br)ccc2S(=O)(=O)N([C@@H](C)CO)C[C@@H]1C
-6.2	O=C(NCCc1ccccc1)c1ccc(-c2cccnc2)c2ccoc12
-1.5	Cc1ccc(C2C(C(=O)c3cc4ccccc4o3)=C(O)C(=O)N2CCN(C)C)o1 (centres undefined)
-7.4	COc1cc(OC)cc(C(=O)N[C@H](C(=O)OCC(=O)N2CCN(S(=O)(=O)c3ccc(C)cc3)CC2)C(C)C)c1
2.1	Cc1ccc(S(=O)(=O)N2C3CCCCC3O[C@H]2CC(=O)c2ccccc2)cc1 (some centres undefined)
-1.1	Cc1ccc(Cl)cc1NC(=O)CCS(=O)(=O)c1ccc2c(c1)n(C)c(=O)c(=O)n2C
-6.8	COc1ccc(CSc2ccc(S(=O)(=O)N3CCCC3)cn2)cc1F
-7.0	CC1(C(=O)NS(=O)(=O)Cc2cccc(Cl)c2)CCN1C(=O)Cc1ccccc1 (centres undefined)
-3.1	OC(c1cccc(Cl)c1)c1nc(-c2ccoc2)cs1 (centres undefined)
-4.5	CC(C)(C)c1ccc(C(=O)N2CCC2(C)C(=O)NS(=O)(=O)c2ccc(C#N)cc2)cc1 (centres undefined)
-7.3	CN(C(=O)c1cccc(NC(=O)Cc2ccc(NC(=O)C3CCCN(C(=O)C4CCC4)C3)cc2)c1)C1CCCC1 (centres undefined)
-2.8	O=C(Nc1cccc2ccccc12)c1[nH]c(-c2ccccc2)c2c1C(=O)N(C1CC1)C2=O
-6.2	CCCCn1nnnc1C(c1ccccc1)N1CCN(C(C)=O)CC1 (centres undefined)
-9.2	O=C(Nc1cc(C(F)(F)F)ccc1N1CCCC1)C1CC(=O)N(Cc2ccccc2)C1 (centres undefined)
0.0	COc1cc(OC)cc(C(=O)Nc2cccc(NC(=O)c3cccs3)c2)c1
-6.9	CC(=O)Nc1cccc(-c2ccnc3c2CC(C(=O)NC(C)C)O3)c1 (centres undefined)
-2.4	C[C@@H]1CCCCO[C@H](CN(C)C(=O)Nc2ccc(F)cc2)[C@@H](C)CN([C@H](C)CO)C(=O)c2cc(NC(=O)c3ccccc3)ccc2O1
-8.4	COC(=O)[C@]12C[C@H](CC(=O)NCCc3ccccc3OC)C(=O)N(CCC3=CCCCC3)C1=C[C@H](COCc1ccccc1)O[C@@H]2C
-6.0	CCc1c(-c2ccccc2OC)ncn1Cc1cccc(-c2ccccc2)c1
-5.1	OC(c1ccc(-c2ccccc2)cc1)c1ncc(-c2ccc(C(F)(F)F)cc2)[nH]1 (centres undefined)
-7.1	CCCCCCN1C[C@@H](O)[C@H](n2cc(C3CC3)nn2)C[C@@H]1c1ccc(C)cc1
0.6	COc1ccc(Cl)cc1-c1cc(C(=O)NCc2ccccc2)[nH]n1
-6.1	COC(=O)[C@]12C[C@H](CC(=O)N3CCCC3)C(=O)N(Cc3ccccc3)C1=C[C@H](C(C)C)O[C@@H]2C1CC1
-6.2	COc1ccccc1Cc1c(C2CCCCC2)nc2ccc(Br)cn12
-4.1	O=C(C1CCCCC1)N1C[C@H](n2cc(C3CC3)nn2)[C@@H](O)C[C@@H]1c1ccc(Cl)cc1
-6.2	CCN1C(=O)[C@H]2[C@H]3CN=C(SCC(=O)c4ccccc4)N3[C@@](CC)(C(=O)OC)[C@H]2C1=O
-6.4	N#Cc1ccc(C(=O)N2CCC3CC2c2cc(-c4ccc(F)cc4)ccc23)cc1 (centres undefined)
-3.8	COc1ccccc1C(=O)NCCC(=O)N1CCN(C(=O)c2ccco2)CC1
-7.1	Nc1nc(N)nc(-c2cccc([N+](=O)[O-])c2)n1
-2.4	C[C@H](CO)N1C[C@H](C)[C@@H](CN(C)S(=O)(=O)c2ccc(F)cc2)Oc2cc(Br)ccc2S1(=O)=O
6.2	Cn1cc(CC(=O)Nc2ccc(Nc3cccnc3)c(Br)c2)c2ccccc21
-7.4	CC1(C(=O)Nc2ccc3c(c2)OCCO3)CCC(=O)N1C1CC1 (centres undefined)
-3.8	COc1ccc([C@H]2CC(=O)C[C@@H](CCn3cc(C)nn3)O2)cc1
-1.1	OCCNc1ncnc2c1ncn2[C@H]1CN(Cc2ccc3c(c2)OCO3)C[C@@H](CO)O1
-4.2	CC(=O)Nc1ccc(NC(=O)C(NC(=O)c2ccc(Cl)cc2)C(C)C)cc1 (centres undefined)
-0.7	CC1(c2nnnn2-c2ccc3c(c2)OCCO3)CCC(=O)N1CCc1c[nH]c2ccccc12 (centres undefined)
-5.6	CC(=O)Nc1ccc(S(=O)(=O)NN=Cc2ccc(Cl)c(Cl)c2)cc1
-4.7	CC1CCCN(C(=O)CN2C(=O)NC3(CCCCC3C)C2=O)C1 (centres undefined)
-2.1	O=C(Nc1ccc(N2CCCC2)c(Cl)c1)c1ccccc1F
-8.4	C=CCOc1ccccc1CNn1c(C)n[nH]c1=S
-2.3	COCCn1cnc2c1c(=O)n(CC(=O)NC1CCCCC1)c(=O)n2Cc1ccccc1
-1.8	O=C(NCCN1CCOCC1)c1cccc(S(=O)(=O)Nc2cc(Cl)ccc2Cl)c1
-3.6	COc1cccc(C(NC(C)=O)c2nc(-c3ccoc3)cs2)c1 (centres undefined)
-3.8	CN(C)CCN1CCN(C2CN(Cc3cn(Cc4cccc(Cl)c4)nn3)S(=O)(=O)C2)CC1 (centres undefined)
6.9	Cc1ccc(C2NC(=O)c3n[nH]c(C)c32)cc1 (centres undefined)
